# aGal spleen mod: inhibits or activates alpha-galactosidase in human spleen homogenate | Potency, µM (series often up to 80 µM), inactives show at the top dose activity change, negative = inhibition, usual class: inhibitors | hit rate 0.008% among 240,000 | human spleen homogenate, 4MU-alpha-Gal fluorescence, 40 min | P06280;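 further: 0% = enzyme with vehicle and -100% = no enzyme basal signal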
# Target sequence (P06280 32-429 limits assumed): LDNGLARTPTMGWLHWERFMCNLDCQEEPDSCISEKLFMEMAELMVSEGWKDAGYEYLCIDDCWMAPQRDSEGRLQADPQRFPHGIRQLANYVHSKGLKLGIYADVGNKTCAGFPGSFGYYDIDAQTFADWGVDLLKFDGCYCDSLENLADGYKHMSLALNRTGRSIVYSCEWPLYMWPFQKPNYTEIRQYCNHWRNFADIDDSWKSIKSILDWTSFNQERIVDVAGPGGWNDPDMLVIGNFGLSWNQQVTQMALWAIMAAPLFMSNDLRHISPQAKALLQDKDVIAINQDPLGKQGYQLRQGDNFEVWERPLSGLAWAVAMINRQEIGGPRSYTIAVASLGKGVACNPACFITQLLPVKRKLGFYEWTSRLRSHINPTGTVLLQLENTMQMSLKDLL
#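 Inhibition or activation of alpha-galactosidase in human spleen homogenate is scored by 4-MU fluorescence after 40 min at 37C, pH 5.0, with 1 mM substrate. AC50s come from concentration-response fitted to the Hill equation.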
# Tau fibril ThT: tau fibrillization inhibition (ThT binding) | recombinant tau K18 P301L, heparin-induced fibrillization, ThT fluorescence | Potency, µM (highest dose often 57.4 µM), inactives show top-dose activity, negative = inhibition, actives largely listed as inhibitors | hit rate 2.1% among 270,000; further: on the % scale 0 is the no-effect control and ±100 the full control effect; nearly all actives have a fitted effect of over 55% in size
# Target sequence (P10636 561-689 P618L limits assumed): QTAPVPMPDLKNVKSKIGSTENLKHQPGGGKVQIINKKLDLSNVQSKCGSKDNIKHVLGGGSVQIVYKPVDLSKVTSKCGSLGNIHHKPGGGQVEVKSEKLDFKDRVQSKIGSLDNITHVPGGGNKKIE
#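 In this qHTS, human K18 P301L tau is incubated with compound and heparin for 6 hr at 37 C, and Thioflavin T fluorescence then reports fibril load.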
# GAA inh: blocks human lysosomal alpha-glucosidase. P10253. AID 1466. hit rate 0.005% among 200,000. Potency, µM (top dose mostly 76.9 µM), for inactives: top-dose activity change, negative = inhibition, usual class: inhibitors. purified human GAA, 4-MU-alpha-glucoside fluorescence;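 further: plate controls were uninhibited enzyme wells for no effect and no-enzyme background for full effect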
#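 AC50 values come from Hill fits of compound titrations (up to 77 uM) against 4 nM human enzyme. Substrate 4-methylumbelliferyl-alpha-D-pyranoside at 400 uM, pH 5.0 citrate buffer, 20 min room temperature; fluorescence Ex 365/Em 440 after alkaline stop.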
# GAA glycogen: alters human alpha-glucosidase cleavage of glycogen | recombinant GAA, glycogen substrate, Amplex Red glucose oxidase fluorescence | Potency, µM (titrated, usually from 76.4 µM), for inactives: top-dose activity change, negative = inhibition, most hits filed as inhibitors | hit rate 0.38% among 300,000 | AID 2100;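 further: 0% = full enzyme reaction and -100% = no-enzyme basal signal; the screen sought inhibitors and activators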
#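 Natural-substrate format: glycogen cleavage by 4 nM human enzyme, glucose read by Amplex Red coupling (Ex 573, Em 610 nm). Normalized to enzyme and no-enzyme controls.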
# aGlu spleen mod: lysosomal alpha-glucosidase (human) modulation. Potency, µM (titrated, usually from 79.9 µM), for the others: at the top dose activity change, negative = inhibition, hits mostly inhibitors. human spleen homogenate, 4-MU-alpha-glucoside fluorescence. hit rate 0.006% among 240,000. P10253;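 further: 0% = enzyme with vehicle and -100% = no enzyme basal signal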
#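 Enzyme source: human spleen homogenate, 1 ug/well. Buffer 50 mM citric acid/K phosphate pH 5.0, 0.01% Tween-20. 4-MU-alpha-glucoside 1 mM; 37 C x 40 min; NaOH/glycine stop; fluorescence.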
# Tau fluor cs: counter-screen for tau fibril formation inhibitors; hit rate 0.93% among 280,000; tau K18 P301L Alexa594 fluorescence, heparin fibrillization; Potency, µM (top dose mostly 57.7 µM), for inactives: top-dose activity change, negative = decrease; further: on the % scale 0 is the no-effect control and ±100 the full control effect; nearly all actives have a fitted effect of over 55% in size
#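 Human K18 P301L tau (15 uM unlabeled plus 0.24 uM Alexa 594-labeled, final) in 100 mM sodium acetate pH 7 was mixed with compound and 20 uM heparin and incubated 6 hr at 37 C.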
# Tau FP inhib: tau fibrillization inhibition (FP). P10636. K18 P301L tau heparin fibrillization, Alexa594 FP, 6 h. Potency, µM (top dose mostly 57.7 µM), for inactives: at the top dose activity, negative = inhibition, actives largely listed as inhibitors. hit rate 0.39% among 280,000. AID 1468; further: on the % scale 0 is the no-effect control and ±100 the full control effect; nearly all actives have a fitted effect of over 55% in size
#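 Heparin (20 uM) drove fibril formation of recombinant tau K18 P301L, 15 uM unlabeled with 0.24 uM Alexa 594 label, for 6 hr at 37 C in 100 mM sodium acetate pH 7. Fluorescence polarization (555/632 nm) read 1 hr after 30 uM ThT.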
# HTT cytoprotect: Huntington cell model cytoprotection by ATP luminescence; PC12 HTT-Q103 induced, cytoprotection, ATP luminescence, 40 h; Potency, µM (titrated, usually from 56.4 µM), inactives show cytoprotection (ATP increase), usual class: activators; hit rate 0.14% among 230,000;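 further: % of control where 0% means no effect; nearly all actives have a fitted effect of over 45% in size; toxic huntingtin expression switched on by the ecdysone agonist tebufenozide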
#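 Stable PC12 Q103-GFP cells in serum-supplemented, phenol red-free DMEM; induction by tebufenozide at 100 nM final; compound dose series; cell viability quantified luminescently from ATP.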
# Starred values were filed as active, the others as inactive; u = inconclusive; x = not tested or not shown; [ ] = another dose, or the depositor's remark. The call rests on the fitted dose curve; in most records, active means well fitted curve in the direction sought with a large enough effect; inconclusive means small, poorly fitted or top-dose-only effect, or another doubt; inactive means no such curve, though single readings can be large; an effect the other way counts as inactive or inconclusive. Potency means the concentration at half of the fitted maximal effect.
SMILES,aGal spleen mod,Tau fibril ThT,GAA inh,GAA glycogen,aGlu spleen mod,Tau fluor cs,Tau FP inhib,HTT cytoprotect
Cc1ccc2ncc(C(=O)NCCc3ccc(S(N)(=O)=O)cc3)c(=O)n2c1,x,5%,x,-10%[76.3 µM],x,-1%,-1%,x
CC(C)OP(=O)(c1ccccc1)c1ccccc1,2%,-1%,3%,5%,2%,-1%,3%,16%[10 µM]
C[C@@H](CN(C)C[C@H]1C(=O)O[C@@H]2C[C@@]3(C)CCC[C@]4(CO4)C3CC21)[C@H](O)c1ccccc1 (stereo partly specified),7%,-8%,x,x,-3%,-1%,2%,26%
CC(=O)Cc1nsc(NC(=O)C2Cc3ccccc3C(=O)O2)n1 (stereo unspecified),1%,6%,-4%,3%,-1%,-4%,-4%,-7%
Cc1ccc(NC(=S)NC(=O)c2ccc(F)cc2)cc1S(=O)(=O)Nc1ccccc1Cl,5%,-2%,-7%,-9%,2%,-29%,-26%,23%[10 µM]
O=C(CSc1nnnn1C1CCCCC1)N1CCCC1,-1%,5%,2%,-14%,1%,3%,-4%,12%
Cc1ccc(NC(=O)Cn2cnc3sc(C)c(S(=O)(=O)N4CCN(c5ncccn5)CC4)c3c2=O)cc1F,x,9%,x,-14%[76.3 µM],x,-27%,-16%,x
Cc1nc(NC(=O)c2cccc(Cl)c2)sc1C(=O)N1CCCCC1,-5%,u,-11%,5%,-2%,20%[2.34 µM],7%[2.34 µM],40%[10 µM]
CCC(=O)Nc1nc(N)n(-c2ccccc2)n1,6%,-3%,-1%,0%,7%,1%,5%,7%
COc1ccc(/C=C/c2ccccc2)cc1[C@H]1[C@H]2C=CC[C@@H](C)[C@@H]2C(=O)N1Cc1ccccc1,2%,-12%,x,1%,-9%,-7%,5%,-1%[10 µM]
CC(C)C(O)(C(=O)NNc1ccccc1)C(C)C,1%,-6%,x,u,2%,0%,0%,0%[10 µM]
CC12CC3CC(C)(C1)CC(C(=O)NC(=S)N1CCOCC1)(C3)C2,4%,-9%,13%,3%,-8%,-9%,-4%,-3%
O=C1C(=C(O)c2ccccc2)C(=O)c2ccccc21,3%,u,-4%,-19%,5%,-22%,u,-10%
COc1cc(S(=O)(=O)NCc2ccc3c(c2)OCO3)ccc1Cl,-5%,-9%,-1%,-9%,-3%,-17%,0%,11%
O=C(COc1ccc(Cl)cc1Cl)NCC(=O)N/N=C/c1c[nH]c2ccccc12,-2%,-13%,-20%,-8%,-9%,-22%,12%,6%[10 µM]
CCNC(=O)NC(=O)CSc1nc2ccccc2n1CCOC,3%,-5%,-2%,0%,-11%,-6%,2%,-6%
CCCOc1cccc(C(=O)Nc2cccc(NC(=O)c3ccco3)c2)c1,4%,-16%,u,-10%,-3%,u,-19%,-11%
COc1cc(NC(=O)COc2ccccc2)c(OC)cc1NC(C)=O,4%,-17%,u,6%,2%,-17%,7%,x
COCC(=O)Nc1ccc(Br)c(C)c1,-18%,1%,8%,9%,-2%,7%,-2%,-3%
CCOC(=O)N/N=C/c1c(F)cccc1F,0%,0%,-17%,1%,2%,4%,2%,x
Cc1ccc(C)[n+](CC(=O)N2CCCCC2)c1,2%,3%,7%,-5%,-3%,5%,0%,-2%
Cc1ccc(NC(=O)Cn2c(=O)oc3ccccc32)cc1C,x,1%,x,2%[76.3 µM],x,-3%,-13%,x
Cc1c(CC(C)(C)C(=O)O)n(Cc2ccc(Cl)cc2)c2ccc(F)cc12,-5%,u,x,x,-4%,-19%,-1%,-2%
Cc1cccc(NC(=O)C(=O)C2C(=O)Nc3ccccc32)c1 (stereo unspecified),-2%,u,-2%,0%,-1%,6%,8%,-8%[10 µM]
C/C(=N\NC(=O)c1ccc(Cl)cc1)c1ccc(N2CCOCC2)cc1,-14%,u,-14%,10%,-1%,2%,-3%,23%[10 µM]
O=c1c2cc(NC(=S)NC3CC3)ccc2nc2n1CCCCC2,5%,1%,5%,-24%,-6%,7%,7%,-13%
NCC(=O)Nc1ccc(Br)cc1,2%,-3%,1%,2%,0%,-2%,7%,-6%
CCN(CC)S(=O)(=O)c1cc(Cl)ccc1OC,2%,2%,-2%,1%,-2%,9%,-3%,-26%
COCCNC(=O)NC(=O)CSc1nc(C)c(C)c(C)n1,10%,-5%,-4%,6%,13%,-3%,1%,-14%
CCOC(=O)/C=C/S(=O)(=O)c1ccc(NC(C)=O)cc1,-3%,u,6%,7%,0%,-8%,u,-162%[inhibitor]
CCCN1CN(c2ccccc2)C(=S)N(c2ccccc2)C1,-15%,u,x,-4%,-3%,-20%,4%,-9%[10 µM]
O=C(CCN1C(=O)C2CC=C(Cl)CC2C1=O)NC1CCCCC1 (stereo unspecified),3%,-6%,-3%,4%,2%,-6%,1%,4%
CN(C)c1ccc(/C=N/NC(=O)C(O)c2ccc(Br)cc2)cc1 (stereo unspecified),8%,u,u,15%,2%,-26%,3%,x
CC(=O)Nc1nc(C)nc(-c2ccccc2)c1C(C)=O,-1%,7%,0%,4%,-1%,7%,5%,-13%
COc1ccc(S(=O)(=O)N2CCN(c3ccccc3F)CC2)cc1-c1noc(C)n1,x,u,x,13%[76.3 µM],x,u,u,x
Clc1ccc(Cn2cc(/C=N/n3cnnc3)c3ccccc32)cc1,-10%,-7%,-4%,-4%,1%,-18%,-5%,4%[0.074 µM]
COc1ccc(C(C(=O)NC2CCCC2)N(C(=O)c2snc(-c3ccc(F)cc3)c2N)c2cccc(F)c2)cc1 (stereo unspecified),6%,1%,3%,1%,-2%,2%,-8%,-3%[10 µM]
CC(=O)Nc1nonc1-c1nnc(SCc2ccc(Cl)cc2)n1C,x,-1%,x,16%[76.3 µM],x,-8%,0%,x
Cc1c(C(=O)N2CCOCC2)oc2ccc(S(=O)(=O)N3CCCC3)cc12,2%,-2%,0%,-7%,1%,2%,0%,9%[10 µM]
COc1ccccc1NS(=O)(=O)c1ccc2c(c1)n(C)c(=O)n2C,-2%,-8%,-4%,3%,0%,-5%,-8%,-14%
O=C(O)c1ccc(N=Cc2nc(-c3ccco3)oc2O)cc1,-3%,-15%,-1%,u,-5%,-10%,2%,-17%
COC(=O)c1ccc(C(=O)OC)c(NC(=O)CN(C)Cc2ccccc2)c1,4%,-12%,-1%,2%,2%,-8%,3%,12%[10 µM]
Cc1cccc(NC(=S)NN2CCN(C)CC2)c1,2%,-13%,-2%,-9%,-4%,-16%,-7%,1%
CCC(C)(C)NC(=O)C1CCC(CNS(=O)(=O)c2ccc3c(c2)CC(C)N3C(C)=O)CC1 (stereo unspecified),x,-1%,x,12%[76.3 µM],x,-4%,5%,x
Cn1c(SCC(=O)N2CCOCC2)nnc1-c1cccc(NC(=O)c2ccccc2F)c1,3%,0%,2%,-18%,2%,1%,-5%,-13%
CCOc1ccc(Cc2nc(N)nc(N)n2)cc1,-2%,-1%,4%,-8%,-4%,5%,5%,-29%[10 µM]
O=C(O)C1CC(=O)N(c2ccc(F)cc2)C1 (stereo unspecified),-7%,-4%,-2%,2%,-3%,-5%,-5%,4%
Cc1ccc(NC(=O)c2cc3nc(C)cc(C)n3n2)cc1,2%,u,-4%,-1%,-2%,-14%,-2%,-56%[inhibitor]
COc1ccc(-c2cc(C(=O)Nc3c(C)nn(Cc4ccccc4C)c3C)no2)cc1,x,0%,x,14%[76.3 µM],x,-7%,-11%,x
C=C(C)Cn1c(SCC(=O)NCc2ccco2)nc2sc3c(c2c1=O)CCC3,u,-16%,-5%,2%,0%,-5%,1%,-17%

# Whole records, quoted from the list:
# Cc1cccc(NC(=S)NN2CCN(C)CC2)c1 is listed as aGal spleen mod = 2%; Tau fibril ThT = -13%; GAA inh = -2%; GAA glycogen = -9%; aGlu spleen mod = -4%; Tau fluor cs = -16%; Tau FP inhib = -7%; HTT cytoprotect = 1%
# C[C@@H](CN(C)C[C@H]1C(=O)O[C@@H]2C[C@@]3(C)CCC[C@]4(CO4)C3CC21)[C@H](O)c1ccccc1 (stereo partly specified) is listed as aGal spleen mod = 7%; Tau fibril ThT = -8%; GAA inh = x; GAA glycogen = x; aGlu spleen mod = -3%; Tau fluor cs = -1%; Tau FP inhib = 2%; HTT cytoprotect = 26%

# Additional structures:
SMILES,aGal spleen mod,Tau fibril ThT,GAA inh,GAA glycogen,aGlu spleen mod,Tau fluor cs,Tau FP inhib,HTT cytoprotect
CCOC(=O)C1CCN(c2c(N3CCCCCC3)c(=O)c2=O)CC1,6%,-3%,5%,5%,1%,-6%,-7%,-20%
Cc1ccc(NC(=O)C2CCCN(c3ncccn3)C2)cc1F (stereo unspecified),11%,2%,-1%,1%,5%,-5%,1%,-26%[10 µM]
COc1cccc(-n2nnnc2SCC(=O)Nc2ccc3c(c2)OCCO3)c1,-3%,2%,-5%,11%,2%,-10%,10%,-40%
COc1ccc(C(=O)OCCN2CCOCC2)cc1OC,13%,-2%,6%,-19%,0%,7%,9%,0%
O=C(/C=C/c1ccco1)N(Cc1ccc(F)cc1)C1CCS(=O)(=O)C1 (stereo unspecified),-2%,-12%,x,5%,-3%,-9%,u,19%[10 µM]
COCCCN1C(=O)C(O)=C(C(=O)c2ccco2)C1c1cccc(Br)c1 (stereo unspecified),-6%,-9%,-4%,-1%,-9%,0%,0%,-12%[10 µM]
Cc1nn(-c2ccccc2)c(Cl)c1C1C(C#N)=C(N)Oc2n[nH]c(C)c21 (stereo unspecified),-16%,-13%,-1%,-19%,-9%,-5%,9%,-8%[10 µM]
CCN(CC)S(=O)(=O)c1cc(C(=O)Nc2cc(Cl)ccc2N2CCN(C)CC2)ccc1Cl,5%,u,u,4%,-8%,-23%,8%,-84%[inhibitor]

# Only HTT cytoprotect and GAA glycogen (7 entries from above):
smiles | HTT cytoprotect | GAA glycogen
CCOC(=O)C1CCN(c2c(N3CCCCCC3)c(=O)c2=O)CC1 | -20% | 5%
Cc1ccc(NC(=O)C2CCCN(c3ncccn3)C2)cc1F (stereo unspecified) | -26%[10 µM] | 1%
COc1cccc(-n2nnnc2SCC(=O)Nc2ccc3c(c2)OCCO3)c1 | -40% | 11%
COc1ccc(C(=O)OCCN2CCOCC2)cc1OC | 0% | -19%
O=C(/C=C/c1ccco1)N(Cc1ccc(F)cc1)C1CCS(=O)(=O)C1 (stereo unspecified) | 19%[10 µM] | 5%
COCCCN1C(=O)C(O)=C(C(=O)c2ccco2)C1c1cccc(Br)c1 (stereo unspecified) | -12%[10 µM] | -1%
Cc1nn(-c2ccccc2)c(Cl)c1C1C(C#N)=C(N)Oc2n[nH]c(C)c21 (stereo unspecified) | -8%[10 µM] | -19%

# Screening results from PubChem BioAssay.
